Compound activity from PubChem BioAssay.
LDHA block: inhibitors of human lactate dehydrogenase A; 480,000 tested, 0.15% active; AID 1347041; P00338; purified LDHA, NADH/diaphorase-resazurin fluorescence; stronger effect = lower value; activity change, % (values are at about 110 or 230 µM); in the data active = activity change below about -30%; inconclusive = mostly about -25% to -30%;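 note: plate controls were DMSO wells for no effect and wells without enzyme for full effect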
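Human LDH5 (2 nM) was incubated with 0.06 mM NADH and 0.2 mM pyruvate for 5 min at room temperature in Tris pH 7.4. Remaining NADH was coupled through diaphorase/resazurin, and resorufin fluorescence was read at 0 and 20 min.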
ALOX12 inh: blocks human arachidonate 12S-lipoxygenase | P18054 | purified 12hLO, xylenol orange hydroperoxide absorbance | Potency, µM (highest dose often 108 µM), for the others: at the top dose activity change, negative = inhibition, most hits filed as inhibitors | 580,000 tested, 1.1% active | AID 1671190; active = well fitted inhibition curve with a large enough effect; inconclusive = small, poorly fitted or top-dose-only effect, or another doubt; inactive = no such curve, though single readings can be large or run the other way; note: potency is the fitted concentration of half-maximal effect
Target sequence (P18054 whole entry, looked up): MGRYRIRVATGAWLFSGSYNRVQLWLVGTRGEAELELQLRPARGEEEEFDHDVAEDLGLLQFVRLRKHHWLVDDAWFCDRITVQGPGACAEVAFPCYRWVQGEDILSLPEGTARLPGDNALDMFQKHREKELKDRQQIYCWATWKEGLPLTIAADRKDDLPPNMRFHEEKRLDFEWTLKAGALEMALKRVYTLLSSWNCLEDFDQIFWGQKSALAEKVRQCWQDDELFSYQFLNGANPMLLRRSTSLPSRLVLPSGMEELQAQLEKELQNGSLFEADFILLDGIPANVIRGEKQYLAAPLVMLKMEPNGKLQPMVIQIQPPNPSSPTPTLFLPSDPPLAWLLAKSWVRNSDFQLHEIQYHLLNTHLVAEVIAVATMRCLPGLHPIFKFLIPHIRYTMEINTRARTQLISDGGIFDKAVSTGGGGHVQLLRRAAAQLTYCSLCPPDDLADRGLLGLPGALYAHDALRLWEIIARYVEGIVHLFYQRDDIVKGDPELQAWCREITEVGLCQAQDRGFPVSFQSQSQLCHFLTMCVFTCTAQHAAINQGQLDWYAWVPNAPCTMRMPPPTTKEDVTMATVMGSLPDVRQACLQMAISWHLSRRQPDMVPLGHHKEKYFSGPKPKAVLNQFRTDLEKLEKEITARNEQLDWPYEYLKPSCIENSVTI
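Hydroperoxide product was detected by ferrous iron/xylenol orange as the 573 to 405 nm absorbance ratio. Arachidonic acid at 40 uM (final) was turned over for 30 min at room temperature by 150 nM human 12hLO, pH 7.0 Hepes buffer, after 15 min compound preincubation.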
* marks the source's active call; other numbers are inactive results; ? = inconclusive; [ ] = remark or other dose. Unless noted, % is set by controls: 0 for no effect and ±100 for the full control effect. Only part of the results is shown (hit frequency here may not be typical).

SMILES | LDHA block | ALOX12 inh
O=C(c1ccccc1)N1N=C(c2ccc(F)cc2)CC1c1ccc2nccnc2c1 (stereo unspecified) | -7 | 4%
Cc1ccc(NC(=O)c2sc3ccccc3c2C)cc1 | -6 | 5%
COc1ccc(Cl)cc1CC1(C)C(=O)Nc2c(Cl)cccc21 (stereo unspecified) | -2 | -14%
Cc1cccc(Oc2c(C(F)(F)F)oc3cc(OCC(=O)OCc4ccccc4)ccc3c2=O)c1 | -18 | -45%
Cc1ccc(-c2ccc(OC(=O)C3CCC(C)CC3)cc2)cc1 (stereo unspecified) | -4 | 1%
Cc1cc(Br)ccc1NC(=O)CN(C)C(=O)CCc1ncc(-c2ccccc2F)o1 | 14 | -23%
CCCCc1ccc(NC(=O)N2CCC3(CC2)OCCO3)cc1 | 8 | ?
c1ccn2c(Nc3ccc4c(c3)OCCO4)c(-c3ccsc3)nc2c1 | -2 | -10%
O=C(CN1C(=O)CCc2cc(Br)ccc21)NC1CCCc2ccccc21 (stereo unspecified) | 0 | -26%
COC(=O)[C@]12CCCCC=C1N(Cc1cccc3ccccc13)C(=O)[C@H](CC(=O)N1CCC(c3ccccc3)CC1)C2 | -1 | 0%
Cc1nc2cc(NC(=O)C(C)Oc3ccc(F)cc3)ccc2o1 (stereo unspecified) | 1 | 7%
O=C(Nc1ccccc1Oc1ccccc1)c1cccc(CN2CCCC2=O)c1 | 3 | ?
Cc1cc2ccccc2n1CC(=O)NCCCC(=O)O | -13 | -1%
COc1cccc(-c2csc(Nc3ccc(Oc4ccccc4)cc3)n2)c1 | -10 | ?
Cc1cccc(-c2nc3cc(NC(=O)c4ccco4)ccc3o2)c1 | 7 | -24%
CCSC1=N/C(=C\c2ccc(SC)cc2)C(=O)S1 | 2 | ?
Brc1ccccc1-c1nc(-c2ccccn2)no1 | -9 | 14µM*
COc1ccc(C(=O)c2[nH]c(N)c(C(N)=O)c2-c2ccc(OC)c(OC)c2)cc1 | 4 | -5%
CC(C)NC(=O)c1cc(C2CCCCN2S(=O)(=O)c2ccc(C#N)cc2)on1 (stereo unspecified) | -10 | 0%
COc1cc(OC)cc(C(=O)Nc2cc(C)c(O)c(-c3nc4ccccc4o3)c2)c1 | -3 | 25%
CSCCC(C(=O)NC1CCCC1)n1c(C2CC2)nc2ccccc21 (stereo unspecified) | -9 | -3%
O=C(NC1CC1)C(NCc1ccccc1)c1ccc(F)cc1 (stereo unspecified) | -5 | ?
C=CCNc1nc(-c2c(N)n(CC(C)C)c(=O)n(C)c2=O)cs1 | -17 | 5%
C=Cc1ccc(Cn2c(C)c(C(=O)NCc3ccc4c(c3)OCCO4)sc2=O)cc1 | -3 | -2%
O=C(c1cn(Cc2ccccc2)nc1-c1ccc(Cl)cc1)N1CCN(CCO)CC1 | -2 | 0%
Continuation.
SMILES | LDHA block | ALOX12 inh
CCS(=O)CCSc1nc(-c2ccccc2)cc(-c2ccccc2)c1C#N (stereo unspecified) | -1 | 6%
Cc1ccc(-n2[nH]c(CSc3nnnn3-c3ccccc3)cc2=O)cc1 | -1 | 50µM*
N#Cc1c(-c2ccccc2)cc(-c2cccs2)nc1SCC(O)CS(=O)Cc1ccccc1 (stereo unspecified) | 3 | -4%
CN(Cc1nc2ccccc2o1)Cc1cccc(Cl)c1Cl | -4 | -1%
O=C(CNc1ccc(Br)cc1)Nc1ccc(C(F)(F)F)cc1 | 7 | ?
CN(C)CCCNC(=O)c1cc2cc(Cl)ccc2[nH]1 | 4 | -21%
Cc1c(C(=O)N2CCN(C(=O)c3ccco3)CC2)[nH]c2c1C(=O)CC(C)(C)C2 | 6 | -3%
CCNC(=O)C1(C)CCCN(CC(=O)c2ccccc2OC)C1 (stereo unspecified) | 0 | -13%
CC1=C(C(=O)Nc2ccc(C)cc2C)C(c2ccc(Br)cc2)NC(=O)N1 (stereo unspecified) | 0 | ?
COc1cc(/C=C/C(=O)OCCOc2ccccc2F)ccc1OC(F)F | 7 | 6%
CC(NCc1cccs1)C1CC1 (stereo unspecified) | 5 | ?
Cc1ccc(/C=C/C(=O)NC2CCCC2)c(C)c1 | 4 | 2%
COc1ccc(C2Sc3ccccc3NC3=C2C(=O)c2ccccc23)cc1 (stereo unspecified) | -1 | 2%
CCN(C(=O)c1ccco1)c1nc(-c2ccc(Br)cc2)cs1 | -4 | 19%
Cn1c(=O)c2c(nc(NCCO)n2Cc2ccc(Cl)cc2Cl)n(C)c1=O | 0 | -5%
COc1cc(C(=O)NCCNC(=O)c2cn(C)c3ccccc23)cc(OC)c1OC | 2 | 9%
COc1ccc(-c2nc(CNC(=O)Nc3ccccc3OC)c(C)o2)cc1 | 4 | -44%
CN(C)c1cc(CNC(=O)C2COc3ccccc3O2)ccn1 (stereo unspecified) | ? | 12%
O=C(CSc1ncnc2ccccc12)Nc1cccc2ccccc12 | 4 | -28%
c1ccc(CNc2c(C3CCNCC3)nc3scc(-c4ccccc4)n23)cc1 | 2 | 0%
N#Cc1ccc(Oc2ccc(C(=O)OCC(=O)c3ccccc3)cc2)cc1 | -4 | -12%
COc1ccc(C(=O)ON=C2c3ccccc3-c3ccccc32)cc1 | -1 | ?
CCOc1cccc(-c2nnc3n2N=C(c2ccc4ccccc4c2)CS3)c1 | -3 | -1%
COCCN(Cc1cccs1)S(=O)(=O)c1cc(C(=O)O)ccc1Cl | 9 | -2%
Cc1cc(C)n(-c2nc3c(c(=O)n(CC(=O)C(C)(C)C)c(=O)n3C)n2C)n1 | -1 | 0%
Following part
SMILES | LDHA block | ALOX12 inh
Cc1ccc(C(=O)OC(C)C(=O)N2CCc3ccccc32)cc1S(=O)(=O)N1CCCCC1 (stereo unspecified) | 9 | 3%
COc1cccc(-n2ccn(Cc3cccc(Cl)c3)c(=O)c2=O)c1 | 5 | 3%
COc1ccc(CNC(=O)Nc2ccc3c(c2)c(=O)n(C)n3Cc2cccc(C(F)(F)F)c2)cc1 | 3 | ?
OC(c1ccccc1)c1nc(/C=C/c2ccccc2)cs1 (stereo unspecified) | 1 | ?
CSCCC(NC(=O)Cc1cccc(C(F)(F)F)c1)c1nc2ccccc2s1 (stereo unspecified) | 5 | ?
Cc1cc(N(CCO)CCO)nc(NCc2ccccc2)n1 | -1 | ?
CC(C)C(=O)Nc1ccc2c(c1)nc1n2CCOC1 | 6 | -26%
Cc1c(COc2ccc3ccccc3c2)nnn1CC(=O)NS(=O)(=O)c1ccccc1C(F)(F)F | -4 | ?
CC(Oc1cc(Cl)ccc1Cl)c1nc(-c2cccnc2)no1 (stereo unspecified) | 8 | -7%
O=C(CCC(=O)c1ccc(Cl)cc1)OCC(=O)c1ccc(Cl)cc1 | 3 | 12%
CC1=C(C(=O)Nc2ccccc2)C(c2ccc(C(F)(F)F)cc2)n2ncnc2N1 (stereo unspecified) | 10 | -20%
CC(C)C(C)(C#N)NC(=O)CN1CCCC1 (stereo unspecified) | 2 | 11%
O=C(Nc1nc(-c2c[nH]c3ccccc23)cs1)C1CCCC1 | 4 | ?
O=c1[nH]c(=O)n(Cc2ccccc2)c2c1CN(Cc1ccco1)CN2 | 3 | 0%
C/C(=N/Nc1cc(C(F)(F)F)ccc1Cl)c1ccc(Cl)c(Cl)c1Cl | 4 | -7%
Cc1ccc2oc(N3CCN(C(=O)c4cccc(C#N)c4)CC3)nc2n1 | -23 | ?
CC(=O)N1CCC(c2nc3ccccc3n2C(C)C(=O)NCc2ccccc2)CC1 (stereo unspecified) | 0 | -38%
COc1c(Br)cc(F)cc1NC(=O)Cc1coc2cc3c(cc12)CCC3 | 1 | ?
CCOc1ccc(S(=O)(=O)Nc2nc3ccccc3nc2Nc2ccc(C(=O)O)cc2)cc1 | 1 | ?
CCOc1ccccc1NC(=O)COC(=O)c1sc2cc(F)ccc2c1Cl | 9 | -2%
N#Cc1ccc(COc2ccc(Cl)cc2Br)cc1 | 5 | 0%
CC1(C(=O)Nc2cccc3ncccc23)CCN1C(=O)C1(c2ccccc2)CC1 (stereo unspecified) | -9 | 1%
COc1cccc(C(C)(O)c2nc(-c3cnn(C)c3)cs2)c1 (stereo unspecified) | 0 | ?
O=c1c2c(-c3cccs3)csc2nc(CN2CCOCC2)n1CCOc1ccc(F)cc1 | 11 | 4%
CCN(C)C1CN(Cc2cn(Cc3ccc(F)cc3)nn2)S(=O)(=O)C1 (stereo unspecified) | -6 | 4%
The list continues:
SMILES | LDHA block | ALOX12 inh
O=C(NCCC1CCCO1)c1cc(-c2ccccc2)nc2ccccc12 (stereo unspecified) | 7 | 0%
CC1CN(C(=O)Cc2n[nH]c(=O)c3ccccc23)CCO1 (stereo unspecified) | -22 | -8%
CC(C)c1ccc(NC(=O)/C=C/c2c(F)cccc2Cl)cc1 | 3 | -8%
CC1=CC(=O)C(C(=O)/C=C/c2ccc(OCCC(C)C)cc2)C(=O)O1 (stereo unspecified) | -17 | -2%
COCCCNc1ccn2nc(-c3ccc(Cl)cc3)cc2n1 | 2 | -28%
CC1CC(NC(=O)CCC2CCCCC2)CC(C)(C)C1 (stereo unspecified) | 5 | -19%
CC(C)CNc1oc(COc2ccc(F)cc2)nc1C#N | -5 | 15%
Cn1cc([C@]2(O)C(=O)Nc3ccccc32)c2ccccc21 | -3 | 14%
CC(=O)Nc1c(C)noc1/C=C\c1ccc(C)c(S(=O)(=O)Nc2c(C)cccc2C)c1 | 5 | 2%
CC(=O)Oc1ccc(-c2nc(-c3cccc(Br)c3)no2)cc1 | 4 | 0%
CCCCN(C=O)c1c(CC)nc2ccc(C(=O)N3CCN(c4ccccc4)CC3)cn12 | -19 | -16%
Cc1cccc(CS(=O)(=O)N2CCC(C(=O)N3CCN(c4ccccc4F)CC3)CC2)c1 | 1 | 22%
Cc1ccccc1NCc1cc2ccccc2[nH]c1=O | 7 | ?
COc1ccccc1CNC(=O)c1csc(NCc2ccccc2)n1 | -6 | 38%
[O-]/[N+](=C\c1ccco1)c1ccccc1 | 6 | ?
CN(C(=O)CSc1nc2nc[nH]c2c(=O)[nH]1)c1ccc(F)cc1 | 4 | -26%
Cn1nc(-c2ccc(N3CCOCC3)c([N+](=O)[O-])c2)c2ccccc2c1=O | -4 | -12%
Cc1csc(NC(=O)c2cccnc2Oc2ccc(F)cc2Br)n1 | -3 | 21%
CN(CC(=O)Nc1ccc(F)cc1)C(=O)c1ccc(-n2cccc2)cc1 | 3 | ?
CCOC(=O)NCC(=O)NCc1ccccn1 | 9 | 28%
CC(NC(=O)c1cc2cc(F)ccc2[nH]1)c1cccc(F)c1 (stereo unspecified) | 8 | ?
Cc1ccccc1NC(=O)c1c(C)oc2ncnc(N3CCOCC3)c12 | -16 | -7%
CCNC(=O)C(C)NC(=O)c1cc2ccccc2oc1=O (stereo unspecified) | 8 | 10%
CC1(C)CC(=O)C/C(=N/NC(=O)c2ccccc2I)C1 | 4 | 5%
Cc1ccc(/C=[N+](\[O-])c2ccccc2C)cc1 | 13 | ?

For reference, some entries already given.
SMILES | LDHA block | ALOX12 inh
O=C(NCCC1CCCO1)c1cc(-c2ccccc2)nc2ccccc12 (stereo unspecified) | 7 | 0%
CC1CN(C(=O)Cc2n[nH]c(=O)c3ccccc23)CCO1 (stereo unspecified) | -22 | -8%
CC(C)c1ccc(NC(=O)/C=C/c2c(F)cccc2Cl)cc1 | 3 | -8%
CC1=CC(=O)C(C(=O)/C=C/c2ccc(OCCC(C)C)cc2)C(=O)O1 (stereo unspecified) | -17 | -2%
COCCCNc1ccn2nc(-c3ccc(Cl)cc3)cc2n1 | 2 | -28%

Structures listed so far marked active in ALOX12 inh:
SMILES | LDHA block | ALOX12 inh
Brc1ccccc1-c1nc(-c2ccccn2)no1 | -9 | 14µM*
Cc1ccc(-n2[nH]c(CSc3nnnn3-c3ccccc3)cc2=O)cc1 | -1 | 50µM*

2 entries picked at random from those above:
SMILES | LDHA block | ALOX12 inh
CC(C)CNc1oc(COc2ccc(F)cc2)nc1C#N | -5 | 15%
COc1ccccc1CNC(=O)c1csc(NCc2ccccc2)n1 | -6 | 38%

Further compounds:
SMILES | LDHA block | ALOX12 inh
CC1(C)CC(OC(=O)CCCCCCCCC(=O)OC2CC(C)(C)NC(C)(C)C2)CC(C)(C)N1 | 2 | -12%
CC(Oc1ccc(C#N)cc1)C(=O)NC1CCC2CCCCC2C1 (stereo unspecified) | -1 | 15%
COc1ccc(CCNC(=O)c2cccc3c(=O)c(C)c(-c4ccccc4)oc23)cc1OC | -1 | ?
NC(=O)NC(=O)COC(=O)c1ccccc1Br | 8 | -16%
CC(NC(=S)NNC(=O)c1ccncc1)c1ccccc1 (stereo unspecified) | 1 | 17%
CN(C)C(=S)c1cc(C(C)(C)C)c(O)c(C(C)(C)C)c1 | -4 | -35%
COCCOc1ccc(C(C)NC(=O)C=C(C)C)cc1OC (stereo unspecified) | 8 | 52%[activator]
CCOc1ccc(Cl)cc1-c1cc(C(=O)Nc2ccc(Br)cc2)[nH]n1 | -7 | -22%
CCC(=O)N1Cc2cc(C(=O)N(C)C)nc(-c3cccc(-c4cncnc4)c3)c2[C@@H]1CCO | 3 | -2%
